Bioassay records (PubChem)
TWEAK Fn14 block: TWEAK-Fn14 signaling inhibition; inhibition, % at 10 µM; 360,000 compounds, 2% hits; AID 1159606; TWEAK-stimulated Fn14 reporter cells, luciferase luminescence, 8 h; in the data active = inhibition above about 50%
CF NFkB block: cystic fibrosis NF-kB activation inhibition. KKLEB NF-kB-GFP reporter, PAF-induced, GFP fluorescence overnight. inhibition, % at 5 µM. 360,000 compounds, 0.86% hits;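 active = at least 50% inhibition at 5 µM, scaled per plate between neutral and stimulator controls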;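 also: PAF is a Pseudomonas aeruginosa culture filtrate used as stimulus; plate controls were PAF-stimulated DMSO wells for no effect and unstimulated DMSO wells for full effect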
NCOA2 inhibitor: human SRC2 (NCOA2) inhibition; Q15596; HEK293 GAL4-SRC2 luciferase reporter, luminescence; inhibition, % at 9 µM; 370,000 compounds, 0.17% hits; AID 651957;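 active = inhibition above the mean inhibition of all tested compounds plus 3 SD, set per campaign, cut at about 52% in these data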;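 also: 0% = DMSO treated cells and 100% = cells given Gossypol at 36 µM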
Target sequence (Q15596 whole entry, looked up, the tested form may be a part): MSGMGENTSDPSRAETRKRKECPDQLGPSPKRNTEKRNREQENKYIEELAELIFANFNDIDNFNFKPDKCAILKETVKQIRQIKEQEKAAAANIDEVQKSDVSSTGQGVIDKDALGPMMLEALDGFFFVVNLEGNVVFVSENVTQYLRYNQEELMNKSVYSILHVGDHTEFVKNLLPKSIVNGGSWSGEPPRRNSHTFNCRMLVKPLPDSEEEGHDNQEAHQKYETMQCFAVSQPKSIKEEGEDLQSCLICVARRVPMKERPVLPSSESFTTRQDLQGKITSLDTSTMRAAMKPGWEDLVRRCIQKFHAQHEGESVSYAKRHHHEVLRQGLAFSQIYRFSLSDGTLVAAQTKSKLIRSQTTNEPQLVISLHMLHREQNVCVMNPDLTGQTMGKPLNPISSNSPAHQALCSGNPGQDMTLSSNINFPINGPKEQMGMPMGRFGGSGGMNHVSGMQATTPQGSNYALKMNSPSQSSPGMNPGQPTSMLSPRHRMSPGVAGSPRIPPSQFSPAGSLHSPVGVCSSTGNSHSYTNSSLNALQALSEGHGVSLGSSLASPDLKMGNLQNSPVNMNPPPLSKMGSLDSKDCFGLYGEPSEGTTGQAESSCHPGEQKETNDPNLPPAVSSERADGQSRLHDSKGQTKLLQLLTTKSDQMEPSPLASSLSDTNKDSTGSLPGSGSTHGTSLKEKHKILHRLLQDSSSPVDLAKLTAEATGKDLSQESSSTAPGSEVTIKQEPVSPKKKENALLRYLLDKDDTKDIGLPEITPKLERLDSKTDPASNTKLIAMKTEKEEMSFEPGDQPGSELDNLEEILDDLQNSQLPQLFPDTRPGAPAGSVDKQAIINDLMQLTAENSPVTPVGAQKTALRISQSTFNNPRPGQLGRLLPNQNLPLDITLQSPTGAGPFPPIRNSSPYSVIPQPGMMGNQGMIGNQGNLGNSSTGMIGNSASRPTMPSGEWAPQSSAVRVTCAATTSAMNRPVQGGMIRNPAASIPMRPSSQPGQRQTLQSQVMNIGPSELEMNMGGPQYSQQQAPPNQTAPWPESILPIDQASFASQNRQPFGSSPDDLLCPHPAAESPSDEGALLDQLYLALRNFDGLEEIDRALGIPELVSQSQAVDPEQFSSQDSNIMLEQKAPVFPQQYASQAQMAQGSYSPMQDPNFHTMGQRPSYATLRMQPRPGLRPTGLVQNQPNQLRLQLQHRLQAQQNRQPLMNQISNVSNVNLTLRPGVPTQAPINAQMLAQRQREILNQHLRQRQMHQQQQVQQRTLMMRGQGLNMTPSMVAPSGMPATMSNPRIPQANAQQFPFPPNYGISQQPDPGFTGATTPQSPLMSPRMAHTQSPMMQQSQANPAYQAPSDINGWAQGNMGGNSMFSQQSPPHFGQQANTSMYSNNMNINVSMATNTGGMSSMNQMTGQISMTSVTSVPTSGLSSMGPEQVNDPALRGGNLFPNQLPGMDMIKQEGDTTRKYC
C8 TRAIL sens: caspase-8 TRAIL sensitization. NB7+C8 cells + TRAIL, ATPlite viability luminescence. inhibition (viability loss, TRAIL sensitization), % at 10 µM. 360,000 compounds, 1% hits. AID 624354;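 active = compounds causing at least 50% loss of cell viability in the single-dose screen, relative to plate controls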
KKLEB cytotox: counter-screen for CF NF-kB inhibitors: cytotoxicity; KKLEB CF airway cells viability, ATPlite luminescence, overnight; hits give low values; cells stimulated with P. aeruginosa culture filtrate; activity change (cytotoxicity), % at 5 µM; 360,000 compounds, 0.36% hits; AID 602141;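 active = corrected activity change at or below -50% at 5 µM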
LRH-1 inv ag: NR5A2 inverse agonism in reporter assay; inhibition, % at 3.6 µM; HEK293T StAR-luciferase reporter, LRH-1 transfected, 24 h; O00482; 360,000 compounds, 0.13% hits; AID 602396;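 active = inhibition above the mean inhibition of all tested compounds plus 3 SD, cut at about 73% in these data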;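 also: 0% = DMSO wells and 100% = reporter-only cells lacking LRH-1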
SRC3 inh: inhibitors of human steroid receptor coactivator 3 (SRC3); Q9Y6Q9; inhibition, % at 3.6 µM; HEK293 GAL4-SRC3 luciferase reporter, luminescence; 360,000 compounds, 0.17% hits;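 active = inhibition above a per-campaign cutoff, the mean of all compounds plus 3 SD, cut at about 60% in these data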;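 also: 0% = DMSO-treated cells and 100% = gossypol-treated cells at 36 µM; higher means less SRC3-driven luciferase light from the GAL4 reporter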
EBV LMP1 NFkB: inhibitors of Epstein-Barr LMP1-induced NF-kappaB reporter | LMP1-induced NF-kappaB luciferase reporter cells, luminescence | inhibition, % at 12.5 µM | 350,000 compounds, 0.69% hits | AID 504558; in the data active = inhibition above about 41%;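 also: 0% = neutral control wells and 100% = reference inhibitor control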
COUP-TFII inh: inhibitors of human COUP-TFII (NR2F2) | 370,000 compounds, 0.7% hits | HEK293T NGFI-A luciferase reporter, luminescence | P24468 | AID 686940 | inhibition, % at 8.6 µM;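 active = inhibition above a per-plate cutoff, mean inhibition of test wells between control levels plus 3 SD, cut at about 38% in these data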;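 also: cells cotransfected with COUP-TFII expression vector driving the NGFI-A reporter; 0% = median of COUP-TF2 test wells and 100% = reporter-only cells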
TROY NFkB inh: TROY signaling inhibition; inhibition, % at 10 µM; 360,000 compounds, 0.98% hits; Q293 LMP1-TROYcd NF-kB luciferase reporter, 4 h;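 active = compounds whose plate-normalised and pattern-corrected inhibition of the luciferase reporter signal at the single screening dose is 50% or more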
SRC1 inh: inhibits human SRC1 coactivator | 360,000 compounds, 0.12% hits | AID 588354 | Q15788 | inhibition, % at 3.6 µM | HEK293 GAL4-SRC1 luciferase reporter, luminescence;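 active = inhibition above the campaign mean plus 3 SD, with each screening campaign given its own cutoff, cut at about 60% in these data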;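 also: 0% = DMSO treated cells and 100% = gossypol at 36 µM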
An asterisk follows results filed as active; nt = no result given.

SMILES	TWEAK Fn14 block	CF NFkB block	NCOA2 inhibitor	C8 TRAIL sens	KKLEB cytotox	LRH-1 inv ag	SRC3 inh	EBV LMP1 NFkB	COUP-TFII inh	TROY NFkB inh	SRC1 inh
COc1cccc(-c2cccc(-c3nc(C(=O)NCCCN4CCOCC4)cc4c3[C@H](CCO)N(S(=O)C(C)(C)C)C4)c2)c1 (some centres undefined)	18	1	6	-1	-4	-3	-5	nt	-17	6	4
COC(=O)Cc1ccc(OC2(C)CCN(Cc3ccccc3)C2)cc1 (centres undefined)	-12	0	12	2	-2	2	-5	nt	-10	1	-27
Cc1cccc(OCCCC(=O)NNC(=O)c2ccncc2)c1	-14	-5	15	18	8	16	-7	-4	-9	-13	-2
CC(C)OC(=O)c1c(NC(=O)CCn2nnc3ccccc32)sc2c1CCCC2	24	-18	-32	3	2	-20	-3	-3	4	-25	-26
COc1ccc(C(=O)Nc2ccc(-c3ccc(C)o3)cc2)cc1S(=O)(=O)N1CCOCC1	82*	-31	16	37	8	24	22	15	75*	51*	25
COC(=O)c1nn(-c2nc(-c3ccc(OC)c(OC)c3)cc(C(F)(F)F)n2)cc1[N+](=O)[O-]	-34	1	-4	-8	-12	-7	2	6	9	-17	-32
COc1cccc(-c2cc(C(=O)Nc3ccc(N(C)C(C)=O)cc3)c3cc(Br)ccc3n2)c1	-9	-75	23	7	-17	4	17	9	-24	20	-2
CCCN(CCC)CCCNC(=O)c1cc2c(=O)n(CC)c3ccccc3c2s1	3	-25	-64	0	1	6	-12	-34	-50	-8	-11
CCOC(=O)C1=NNC2C(=O)N(Cc3ccccc3)C(=O)C12 (centres undefined)	-7	-5	-1	26	2	-5	4	-1	-1	-8	2
Cc1cc(F)ccc1NC(=O)C1CCN(C(=O)Nc2ccccc2)CC1	-3	-4	nt	-1	1	10	-2	-9	nt	4	-18
O=c1cc2c(nn1Cc1c(Cl)cccc1Cl)-c1ccccc1CC2	7	-5	-10	-4	-4	18	-15	-7	-4	-43	-5
COc1ccc(C(C#N)c2nc3ccccc3nc2Cl)cc1 (centres undefined)	34	-3	-9	7	-8	-5	1	4	-6	7	-4
CN1CCC(=NNC(=O)C(=O)Nc2cccc(Br)c2)CC1	21	-14	-7	-4	3	-2	5	-2	-2	-9	4
CCOC(=O)N1CCC(NC(=O)c2cccs2)CC1	-5	14	-30	17	-11	-12	23	-6	13	-12	15
COc1ccccc1NC(=O)COc1cc(Br)c(CNCCCN2CCOCC2)cc1OC	-15	2	-17	9	4	-8	11	-6	0	-1	-24

Reprinted at random: 3 entries already listed, in no set order.
SMILES	TWEAK Fn14 block	CF NFkB block	NCOA2 inhibitor	C8 TRAIL sens	KKLEB cytotox	LRH-1 inv ag	SRC3 inh	EBV LMP1 NFkB	COUP-TFII inh	TROY NFkB inh	SRC1 inh
CN1CCC(=NNC(=O)C(=O)Nc2cccc(Br)c2)CC1	21	-14	-7	-4	3	-2	5	-2	-2	-9	4
COC(=O)Cc1ccc(OC2(C)CCN(Cc3ccccc3)C2)cc1 (centres undefined)	-12	0	12	2	-2	2	-5	nt	-10	1	-27
CCCN(CCC)CCCNC(=O)c1cc2c(=O)n(CC)c3ccccc3c2s1	3	-25	-64	0	1	6	-12	-34	-50	-8	-11

Additional results:
SMILES	TWEAK Fn14 block	CF NFkB block	NCOA2 inhibitor	C8 TRAIL sens	KKLEB cytotox	LRH-1 inv ag	SRC3 inh	EBV LMP1 NFkB	COUP-TFII inh	TROY NFkB inh	SRC1 inh
O=C(CSc1nnc(Cc2cc(=O)[nH]c(=O)[nH]2)n1-c1ccc(Cl)cc1)NCC1CCCO1 (centres undefined)	-4	10	-26	2	-2	6	5	7	8	-11	-3
O=C(Nc1ccc(NC(=O)C2CC2)nc1)c1cnccn1	-1	9	-25	0	-8	-25	-18	0	-3	-27	-20
O=S(=O)(Nc1ccncc1Cl)c1ccccc1	-8	-8	11	-6	2	32	-2	0	8	-3	0
COC(=O)c1ccc2nc(NC(=O)C3CC3)sc2c1	-3	4	-53	-5	-24	-55	-56	-25	-58	-20	-61
CC(=O)Nc1ccc(Nc2ncnc(N)c2[N+](=O)[O-])cc1	10	41	8	-35	-11	18	9	6	9	2	2
CCOC(=O)C1CCCCN1Cc1cccc(OCc2ccccc2)c1 (centres undefined)	15	19	-7	-9	-19	2	3	-37	-6	-8	-19
Cc1ccc(C)c(N2CCN(S(=O)(=O)c3ccc4[nH]c(=O)c(=O)[nH]c4c3)CC2)c1	7	3	-18	5	3	-8	-2	0	-2	-11	-5
Cn1nnnc1SCC(=O)NCC(=O)c1ccccc1	7	14	-27	-6	-1	9	-2	-1	-1	3	-17
Cc1[nH]c(C)c(S(=O)(=O)NCc2ccco2)c1C(=O)N1CCCCC1	5	22	-6	-10	7	7	2	-2	-5	-15	-34
COc1ccccc1OCC(O)Cn1c(=N)n(Cc2ccccc2)c2ccccc21 (centres undefined)	7	1	12	21	-5	6	13	-4	13	-6	11
O=C(O)c1ccc(NC(=S)Nc2ccccc2)cc1	-18	-13	-25	-8	19	-3	2	-12	-15	-17	-3
CCN(CC)c1ccc(/C=N/NC(=O)c2ccc3nc[nH]c3c2)c(O)c1	-37	12	nt	16	8	-15	35	53*	nt	-5	24
CCc1ccc2[nH]c(C(=O)N(C)c3ccc(F)cc3F)cc2c1	-2	2	-15	22	10	-22	0	-3	-3	-2	-11
Cc1ccc(C(C(=O)NC2CCCC2)N(C(=O)CNC(=O)c2cccs2)c2cccnc2)o1 (centres undefined)	-8	2	-22	7	0	-4	1	2	8	7	0
C[C@H](CO)N1C[C@H](C)[C@H](CN(C)Cc2ccncc2)Oc2ncc(Br)cc2C1=O	-1	3	-20	-14	6	7	3	-2	3	8	-11

2 of the compounds above, bar-delimited:
molecule | TWEAK Fn14 block | CF NFkB block | NCOA2 inhibitor | C8 TRAIL sens | KKLEB cytotox | LRH-1 inv ag | SRC3 inh | EBV LMP1 NFkB | COUP-TFII inh | TROY NFkB inh | SRC1 inh
O=S(=O)(Nc1ccncc1Cl)c1ccccc1 | -8 | -8 | 11 | -6 | 2 | 32 | -2 | 0 | 8 | -3 | 0
COC(=O)c1ccc2nc(NC(=O)C3CC3)sc2c1 | -3 | 4 | -53 | -5 | -24 | -55 | -56 | -25 | -58 | -20 | -61

Shown as a hit in TWEAK Fn14 block, of those listed so far:
canonical_smiles	TWEAK Fn14 block	CF NFkB block	NCOA2 inhibitor	LRH-1 inv ag	SRC3 inh	EBV LMP1 NFkB	COUP-TFII inh	SRC1 inh
COc1ccc(C(=O)Nc2ccc(-c3ccc(C)o3)cc2)cc1S(=O)(=O)N1CCOCC1	82*	-31	16	24	22	15	75*	25

The results go on.
SMILES	TWEAK Fn14 block	CF NFkB block	NCOA2 inhibitor	C8 TRAIL sens	KKLEB cytotox	LRH-1 inv ag	SRC3 inh	EBV LMP1 NFkB	COUP-TFII inh	TROY NFkB inh	SRC1 inh
CCOc1cc(C2c3c(n[nH]c3C)C(=O)N2c2ccc(Br)cc2)ccc1O (centres undefined)	40	0	-10	-11	-7	-17	-5	-10	-4	50*	-3
CCOc1ccc(-n2c(C)c(C(=O)O)c3cc(OC)ccc32)cc1	40	36	-17	-20	2	-4	20	2	3	-15	-5
COc1ccc(NC(=O)c2ccc(C)cc2)c[n+]1[O-]	-5	-7	1	7	7	-31	-12	-1	1	-13	-7
NS(=O)(=O)c1ccc(NC(=O)CN2C(=O)CCC2=O)cc1	-28	5	21	11	-4	7	10	-5	12	2	6
COc1ccc(C(=O)c2c(-c3ccc(OC)cc3)oc3ccc(-c4cc(OC)c(OC)c(OC)c4)cc23)cc1	-14	15	-9	19	-23	-1	-23	21	6	-33	5
CCN(c1ccccc1)S(=O)(=O)c1ccc(C(=O)NNC(=O)c2ccccc2F)cc1	7	2	9	-8	12	-7	16	4	5	13	15
COc1ccc(CCC2CCNCC2)cc1	-3	-5	-27	6	2	-2	0	-4	4	3	-5
CN1c2ccc([N+](=O)[O-])cc2C(C)(C)C12C=Cc1cc(C(=O)O)ccc1O2 (centres undefined)	1	-26	-1	2	8	9	-16	4	21	4	-8
Cc1nn(Cc2cccc(C(=O)Nc3ccn(Cc4ccccc4)n3)c2)c(C)c1[N+](=O)[O-]	6	-5	nt	7	-8	-7	22	8	nt	13	-34
COC(=O)[C@@]1(Sc2ccc(C)cc2)CC(=O)N[C@@H]1c1ccc(C(F)(F)F)cc1	1	nt	-2	-15	nt	25	nt	nt	1	-2	nt
Cc1cc(C)c(NC(=O)COc2ccccc2C(=O)Nc2ccc3c(c2)oc2ccccc23)c(C)c1	-42	20	1	5	-12	-7	9	-7	-2	-1	-46
CN(C)c1nc2c(c(=O)[nH]c(=O)n2C)n1Cc1ccc(F)cc1	-8	-16	-21	36	12	5	-9	-3	4	1	-12
COc1ccc(/C=C2/CCC(CN3CCOCC3)C2=O)cc1 (centres undefined)	66*	66*	-85	80*	-55*	2	-12	86*	15	-18	-31
O=C(CCc1nc(-c2ccccc2Cl)no1)NCc1ccco1	32	-7	-14	-9	9	-6	6	-1	-2	-16	9
CCC(C)(CC(=O)Nc1nccs1)c1ccccc1 (centres undefined)	6	-23	14	4	9	5	-12	26	-1	-15	4
COc1ccc(-c2cc(C(=O)NN)[nH]n2)cc1	53*	-5	-37	17	5	-66	-17	-1	-6	41	-11
C/C(=C\C(=O)c1ccc(Br)cc1)NCc1ccc2c(c1)OCO2	-11	-6	20	-10	4	15	11	-1	7	7	9
CCC1(c2ccccc2)NC(=O)N(CC(=O)Nc2ccc(S(=O)(=O)NC3=NCCCCC3)cc2)C1=O (centres undefined)	-2	2	-32	7	-19	6	13	0	-12	9	-11
Cc1ccc(S(=O)(=O)N2CCC[C@H]2C(=O)OCc2nc3ccccc3s2)cc1	8	-1	-15	-24	-5	1	-7	-8	-7	9	-11
COc1ccc(C2=CCCCCC2)c(OC)c1OC	-11	25	-7	0	-4	-4	-10	-3	-4	-29	4
Cc1ccnc(SC2CC(=O)N(c3ccccc3)C2=O)n1 (centres undefined)	1	-42	15	-7	16	-16	-8	3	1	0	-3
O=C(CNC(=O)/C(=C\c1ccccc1)NC(=O)c1ccc(Br)cc1)OCc1ccccc1	73*	-14	-4	1	4	5	5	10	-11	nt	2
O=C(NN1C(=O)c2ccc3c4c(ccc(c24)C1=O)CC3)c1ccc(Br)cc1	-24	5	22	-16	-4	4	6	-17	8	-16	3

Structures from the list above containing a nitro group on carbon, in the order listed:
SMILES	TWEAK Fn14 block	CF NFkB block	NCOA2 inhibitor	C8 TRAIL sens	KKLEB cytotox	LRH-1 inv ag	SRC3 inh	EBV LMP1 NFkB	COUP-TFII inh	TROY NFkB inh	SRC1 inh
COC(=O)c1nn(-c2nc(-c3ccc(OC)c(OC)c3)cc(C(F)(F)F)n2)cc1[N+](=O)[O-]	-34	1	-4	-8	-12	-7	2	6	9	-17	-32
CC(=O)Nc1ccc(Nc2ncnc(N)c2[N+](=O)[O-])cc1	10	41	8	-35	-11	18	9	6	9	2	2
CN1c2ccc([N+](=O)[O-])cc2C(C)(C)C12C=Cc1cc(C(=O)O)ccc1O2 (centres undefined)	1	-26	-1	2	8	9	-16	4	21	4	-8
Cc1nn(Cc2cccc(C(=O)Nc3ccn(Cc4ccccc4)n3)c2)c(C)c1[N+](=O)[O-]	6	-5	nt	7	-8	-7	22	8	nt	13	-34

Compounds as they come; any-hit rate near 4.2%.
